KinaseGlo FLuc – Counterscreen for Luciferase (Kinase-Glo TM) Inhibition | Luciferin 4-monooxygenase (Photuris pensylvanica), Q27757 | Kinase-Glo luciferase, ATP luminescence, 8 min | Potency, µM (highest dose often 38.3 µM), for the others: at the top dose activity change, negative = inhibition, actives largely listed as inhibitors | 0.28% of 200,000 active | AID 1379, 2008; note: potency is the fitted concentration of half-maximal effect; % is set by controls: 0 for no effect and ±100 for the full control effect; nearly all actives have a fitted effect of over 60% in size
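Substrate mix (final 50 mM imidazole pH 7.2, 50 mM KCl, 7 mM MgCl2, 10 uM ATP, 0.01% Tween 20, 0.05% BSA) plus pin-tool compound, then Kinase-Glo detection mix; 8 min ambient, luminescence read.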
Epigenetic reg – Quantitative High-Throughput Screen for Regulators of Epigenetic Control; 0.2% of 280,000 active; Potency, µM (highest dose often 53.9 µM), for the others: at the highest dose GFP activation, actives largely listed as activators; AID 1865, 2009; murine LDR cells, GFP reporter derepression, 30 h; note: potency is the fitted concentration of half-maximal effect; % of control where 0% means no effect; nearly all actives have a fitted effect of over 60% in size
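GFP-positive cell count by laser-scanning cytometry (objects 20–120 um) after 30 h, 37 C compound exposure of murine LDR cells; reporter is CMV-GFP integrated at a silenced locus, inducible by HDAC or DNMT inhibitors.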
NPSR antagonist – qHTS Assay for Antagonists of the Neuropeptide S Receptor: cAMP Signal Transduction | Q6W5P4 | CHO-NPSR cells, cAMP TR-FRET, antagonist mode | Potency, µM (top dose mostly 38.3 µM), for the others: at the highest dose activity change, negative = inhibition, most hits filed as inhibitors | 1% of 220,000 active | AID 1461, 2008; note: potency is the fitted concentration of half-maximal effect; % is set by controls: 0 for no effect and ±100 for the full control effect; nearly all actives have a fitted effect of over 50% in size; many of its hits are not listed in these tables
L3MBTL1 block – qHTS Assay for the Inhibitors of L3MBTL1; Potency, µM (doses to about 57.1 µM), for the others: at the highest dose activity, negative = inhibition, actives largely listed as inhibitors; 0.66% of 230,000 active; AlphaScreen L3MBTL1–H3K9me1 peptide binding; note: potency is the fitted concentration of half-maximal effect; % is set by controls: 0 for no effect and ±100 for the full control effect; nearly all actives have a fitted effect of over 60% in size
Target sequence (Q9Y468 whole entry, looked up): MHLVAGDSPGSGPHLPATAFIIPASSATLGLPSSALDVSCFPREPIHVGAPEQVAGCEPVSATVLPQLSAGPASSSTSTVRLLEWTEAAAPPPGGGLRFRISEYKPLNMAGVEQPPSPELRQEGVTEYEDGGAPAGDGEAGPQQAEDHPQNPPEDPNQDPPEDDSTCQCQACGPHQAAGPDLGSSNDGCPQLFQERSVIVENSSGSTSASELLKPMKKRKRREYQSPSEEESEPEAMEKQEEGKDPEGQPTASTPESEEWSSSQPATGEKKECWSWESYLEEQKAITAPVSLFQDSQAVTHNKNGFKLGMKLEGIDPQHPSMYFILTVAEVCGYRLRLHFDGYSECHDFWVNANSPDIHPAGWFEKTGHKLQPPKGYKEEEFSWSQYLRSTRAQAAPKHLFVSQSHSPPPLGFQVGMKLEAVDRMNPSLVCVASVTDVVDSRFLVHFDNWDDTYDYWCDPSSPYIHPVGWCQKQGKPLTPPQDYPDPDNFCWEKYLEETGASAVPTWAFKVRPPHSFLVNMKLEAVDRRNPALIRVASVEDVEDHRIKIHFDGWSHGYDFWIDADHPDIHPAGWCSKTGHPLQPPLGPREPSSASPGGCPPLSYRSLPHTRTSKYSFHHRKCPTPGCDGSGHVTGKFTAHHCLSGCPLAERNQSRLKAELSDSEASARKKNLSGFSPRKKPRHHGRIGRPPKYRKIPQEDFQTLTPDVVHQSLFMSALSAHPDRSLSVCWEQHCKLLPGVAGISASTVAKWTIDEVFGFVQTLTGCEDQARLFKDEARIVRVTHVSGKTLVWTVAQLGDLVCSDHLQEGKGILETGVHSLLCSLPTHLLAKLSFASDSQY
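AlphaScreen assay: L3MBTL1 (50 nM final) was preincubated 30 min at room temperature with biotinylated H3(1-15)K9me1 peptide (75 nM final), then 30 min with library compounds; streptavidin donor and nickel chelate acceptor beads (10 ug/mL final) added, 30 min dark.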
CBFb RUNX1 block – qHTS Assay for Compounds Blocking the Interaction Between CBF-beta and RUNX1 for the Treatment of Acute Myeloid Leukemia | Runt-related transcription factor 1 (Homo sapiens) + Core-binding factor subunit beta … | AlphaScreen CBFb-His/RUNX1-biotin binding, biochemical | Potency, µM (top dose mostly 59.8 µM), inactives show at the highest dose activity, negative = inhibition, actives largely listed as inhibitors | 230,000 tested, under 10 active; note: % of control where 0% means no effect
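Proteins preincubated together for 20 min at RT before compound addition; 15 min later, nickel and streptavidin beads were added and left 90 min prior to AlphaScreen measurement.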
IMPase Li cell – qHTS Assay for Identifying the Cell-Membrane Permeable IMPase Inhibitors: Potentiation with Lithium; CHO-M1 cells, IP1 TR-FRET (IP-One), carbachol + lithium; Potency, µM (highest dose often 59.4 µM), for inactives: at the top dose activity, negative = IMPase inhibition, hits mostly inhibitors; 0.35% of 210,000 active;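 note: IP1 builds up when IMPase is blocked and the TR-FRET signal falls; potency is the fitted concentration of half-maximal effect; plate controls were basal vehicle for no effect and high inhibitor control for full effect; nearly all actives have a fitted effect of over 50% in size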
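Test compounds were applied to CHO-M1 cells previously cultured for 16–30 h at 2000 per well. A small lithium amount accompanied them; after 30 min at 37C, IP1 was quantified by TR-FRET.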
HttQ103 aggreg – qHTS Multiplex Assay to Identify Dual Action Probes in a Cell Model of Huntington: Aggregate Formation (GFP); PC12 HttQ103-GFP aggregates, Acumen cytometry, 40 h; Potency, µM (series often up to 46.1 µM), for inactives: at the top dose activity change, negative = inhibition, usual class: inhibitors; 1.1% of 220,000 active; note: potency is the fitted concentration of half-maximal effect; % is set by controls: 0 for no effect and ±100 for the full control effect; nearly all actives have a fitted effect of over 60% in size
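Using laser scanning cytometry, GFP-positive aggregates were counted after lysis of PC12 cells induced with 100 nM tebufenozide to express HTT exon 1 Q103–GFP. Compounds were tested in titration.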
* = called active by the depositor; ? = inconclusive; / = no result given; [ ] = dose if it differs, or a comment. Calls come from the whole dose curve; as a rule, active = well fitted curve in the direction sought with a large enough effect; inconclusive = small, poorly fitted or top-dose-only effect, or another doubt; inactive = no such curve, though single readings can be large; an effect the other way counts as inactive or inconclusive.

entry | Compound | KinaseGlo FLuc | Epigenetic reg | NPSR antagonist | L3MBTL1 block
1 | CC(C)C[C@@H](CC(=O)N[C@@H](CCC(=O)O)CC(=O)O)NC(=O)[C@@H]1CNCC[C@H]1NC(=O)C[C@H](CCCN)NC(=O)C[C@H](CO)NC(=O)[C@@H]1CNCC[C@H]1N | -1% | 1.1% | / | /
2 | COc1ccc(Cl)cc1N(CC(=O)NC(C(C)C)C(C)C)S(C)(=O)=O | 2% | -1.0% | -1% | -14%
3 | CCNC(=O)c1nc[nH]c1C(=O)NCC | -2% | 1.8% | -2%[46.1 µM] | 1%
4 | CCOCCCNC(=O)/C(C#N)=C/c1ccc(C)o1 | -2% | -1.4% | 0% | -23%
5 | COc1ccc(CCNC(=O)/C=C/c2cc(OC)c(OC)c(OC)c2)cc1OC | -1% | -1.6% | 6% | 1%
6 | CC(=O)NC(Cc1cnc[nH]1)C(=O)O (stereo unspecified) | 13% | -5.4% | -5%[46.1 µM] | 5%
7 | CCn1c(CCCNC(=O)c2ccc(F)cc2)nc2ccccc21 | -1% | -0.8% | -14%[46.1 µM] | 2%
8 | CN(C)C(=O)CCSc1nnc(-c2ccco2)o1 | -2% | -0.2% | 7% | -17%
9 | O=C(Nc1nc(COc2ccccc2)cs1)C1CCC1 | 4% | 1.0% | -13%[46.1 µM] | 0%
10 | COc1ccccc1CN1CCNC(=O)C1CC(=O)NC1Cc2ccccc2C1 (stereo unspecified) | 3% | -0.6% | -11% | 3%

entry | CBFb RUNX1 block | IMPase Li cell | HttQ103 aggreg
1 | 21% | 11% | /
2 | -8% | -7% | -4%
3 | -3% | 0%[38.3 µM] | 10%
4 | 0% | 3% | 5%
5 | 8% | 5% | 22%
6 | -2% | 3%[38.3 µM] | 8%
7 | 7% | 22%[38.3 µM] | -14%
8 | 10% | 0% | 21%
9 | 9% | 15% | ?
10 | 5% | -6% | 23%[9.22 µM]

(continued)
entry | Compound | KinaseGlo FLuc | Epigenetic reg | NPSR antagonist | L3MBTL1 block
11 | COc1cc(NC(=O)CN(c2cc(C)cc(C)c2)S(=O)(=O)c2c(C)noc2C)cc(OC)c1 | 4% | -1.0% | -21% | 11%
12 | Cc1ccc(-n2ncc(C#N)c2/N=C/N2CCCCCC2)cc1 | 13% | -0.4% | -28%[46.1 µM] | 13%
13 | Cc1ccccc1OCC(=O)NCCC(=O)O | 0% | 0.3% | -7%[46.1 µM] | 0%
14 | C=CCNC(=S)N(Cc1ccccc1)Cc1ccccc1 | 3% | -3.5% | -42% | -1%
15 | CCOC(=O)c1ccc(CNC(=O)C(Cc2c[nH]c3ccccc23)NC(C)=O)o1 (stereo unspecified) | 2% | -2.3% | -9%[46.1 µM] | 3%
16 | O=C(Nc1cccc(C(=O)N2CCOCC2)c1)c1cccnc1 | -2% | 0.0% | 0%[46.1 µM] | 6%
17 | CCOc1ccccc1/C=N/NC(=O)c1cccc(S(=O)(=O)N(CC)CC)c1 | 0% | 1.1% | -14% | -1%
18 | O=C(c1ccc(-n2cnnn2)cc1)N(C1CCCCC1)C1CCCCC1 | -2% | -1.7% | -7% | 19%
19 | CC(=O)Nc1ccc(S(=O)(=O)Nc2ncccn2)cc1 | 1% | 1.4% | 15%[46.1 µM] | ?
20 | COc1ccc(OC)c(C2C(C(C)=O)=C(O)C(=O)N2CCC(=O)O)c1 (stereo unspecified) | -8% | -0.1% | -19%[46.1 µM] | /

entry | CBFb RUNX1 block | IMPase Li cell | HttQ103 aggreg
11 | 11% | 21% | -21%
12 | 3% | 31%[activator][38.3 µM] | -6%
13 | -5% | -9%[38.3 µM] | 23%[9.22 µM]
14 | 20% | 7% | -2%
15 | 5% | 20%[38.3 µM] | 4%
16 | 3% | 0% | -13%
17 | -4% | 9% | ?
18 | -12% | -5% | 15%
19 | 7% | 5%[38.3 µM] | 12%
20 | 2% | 12%[38.3 µM] | -20%

New compounds follow
entry | Compound | KinaseGlo FLuc | Epigenetic reg | NPSR antagonist | L3MBTL1 block
21 | O=C(OCc1cc(Cl)ccc1OC(F)F)c1cccnc1 | -1% | 1.1% | -3% | /
22 | CCOc1cccc(C(=O)Nc2cccnc2)c1 | -1% | -0.2% | 8%[46.1 µM] | -3%
23 | CC1=NOC2(C1)N(C)c1ccccc1C2(C)C (stereo unspecified) | -2% | -6.3% | -12%[46.1 µM] | 32%
24 | CCOc1ccc(NC(=O)N2CCN(S(C)(=O)=O)CC2)cc1 | 2% | -4.9% | -7% | -3%
25 | COc1ccc(N2CCN(CC(=O)N3N=CCC3c3ccccc3)CC2)cc1 (stereo unspecified) | -2% | -1.9% | 17% | 4%
26 | COC(=O)c1cc(Br)c(=O)n(-c2cccc(F)c2)c1 | 0% | 1.9% | 10%[46.1 µM] | 44%[activator]
27 | O=C(Nc1ccccc1)NC1CCS(=O)(=O)C1 (stereo unspecified) | 8% | -1.2% | -17%[46.1 µM] | 0%
28 | O=[N+]([O-])c1ccc(Cl)c2cccnc12 | 4% | 16% | 3% | 6%
29 | CCCCc1n[nH]c(=S)n1Cc1ccc(C)cc1 | 3% | -2.7% | -13% | 2%
30 | CC(NC(=O)C(=O)NCC1CCCO1)c1ccccc1 (stereo unspecified) | 3% | -1.1% | 12% | 6%

entry | CBFb RUNX1 block | IMPase Li cell | HttQ103 aggreg
21 | 9% | -4% | -4%
22 | -6% | -18%[38.3 µM] | 9%
23 | -11% | 4%[38.3 µM] | -25%
24 | -3% | 0% | 25%[9.22 µM]
25 | 1% | -8% | 4%
26 | 0% | ? | 3%
27 | 7% | 4% | 2%
28 | 7% | -2% | -2%
29 | -8% | 4% | 18%
30 | 5% | -1% | 9%

Only HttQ103 aggreg, NPSR antagonist and L3MBTL1 block (four entries from above):
| No. | Compound | HttQ103 aggreg | NPSR antagonist | L3MBTL1 block |
| --- | --- | --- | --- | --- |
| 10 | COc1ccccc1CN1CCNC(=O)C1CC(=O)NC1Cc2ccccc2C1 (stereo unspecified) | 23%[9.22 µM] | -11% | 3% |
| 29 | CCCCc1n[nH]c(=S)n1Cc1ccc(C)cc1 | 18% | -13% | 2% |
| 25 | COc1ccc(N2CCN(CC(=O)N3N=CCC3c3ccccc3)CC2)cc1 (stereo unspecified) | 4% | 17% | 4% |
| 7 | CCn1c(CCCNC(=O)c2ccc(F)cc2)nc2ccccc21 | -14% | -14%[46.1 µM] | 2% |

Part of the list above in order of length of the SMILES, smallest number first:
entry | Compound | KinaseGlo FLuc | Epigenetic reg | NPSR antagonist | L3MBTL1 block
8 | CN(C)C(=O)CCSc1nnc(-c2ccco2)o1 | -2% | -0.2% | 7% | -17%
24 | CCOc1ccc(NC(=O)N2CCN(S(C)(=O)=O)CC2)cc1 | 2% | -4.9% | -7% | -3%
10 | COc1ccccc1CN1CCNC(=O)C1CC(=O)NC1Cc2ccccc2C1 (stereo unspecified) | 3% | -0.6% | -11% | 3%

entry | CBFb RUNX1 block | IMPase Li cell | HttQ103 aggreg
8 | 10% | 0% | 21%
24 | -3% | 0% | 25%[9.22 µM]
10 | 5% | -6% | 23%[9.22 µM]

(further entries)
entry | Compound | KinaseGlo FLuc | Epigenetic reg | NPSR antagonist | L3MBTL1 block
31 | c1csc(-c2cnc3n2CCCC3)c1 | -3% | -0.9% | -1%[46.1 µM] | -3%
32 | Cc1ccc(N2C(=O)CC(N3CCN(C)CC3)C2=O)cc1 (stereo unspecified) | 0% | -0.8% | 3%[46.1 µM] | -10%
33 | Cc1nn(CCCC(=O)N2CCN(c3ccc(F)cc3)CC2)c(C)c1[N+](=O)[O-] | 0% | 1.3% | -7% | -10%
34 | O=C(CN1C(=O)c2ccccc2S1(=O)=O)c1ccc2c(c1)OCCO2 | / | -0.6% | -6% | -1%
35 | CC1Cc2ccccc2N1C(=O)CSc1nc(N)cc(=O)[nH]1 (stereo unspecified) | 2% | 0.0% | 8%[46.1 µM] | /
36 | CSc1nc(NCc2ccco2)c2c3c(sc2n1)CN(C)CC3 | 1% | -1.1% | -3%[46.1 µM] | 7%
37 | Cc1oc(-c2ccccc2)cc1C(=O)Nc1cccc2ccccc12 | -4% | -2.9% | -6%[46.1 µM] | -8%
38 | COc1ccc(-c2nnn(CC(=O)N3CCOCC3)n2)cc1 | 4% | 0.0% | -2%[46.1 µM] | /
39 | Cc1nn(-c2ccccc2)cc1/C=N/NC(N)=S | / | ? | ? | -3%
40 | Cc1c(C(=O)OC(C)C)nnn1-c1nonc1N | -5% | 2.3% | -8%[46.1 µM] | -8%

entry | CBFb RUNX1 block | IMPase Li cell | HttQ103 aggreg
31 | 6% | 1%[38.3 µM] | -5%
32 | 0% | 1% | 6%
33 | -8% | 16% | -14%
34 | 9% | / | 10%[9.22 µM]
35 | 2% | 35%[activator][38.3 µM] | -5%
36 | -12% | -19%[38.3 µM] | 4%
37 | 9% | -12%[38.3 µM] | 17%
38 | 4% | 30%[activator][38.3 µM] | 8%[1.84 µM]
39 | -1% | / | 2%[9.22 µM]
40 | 7% | 2% | 14%

(next part)
entry | Compound | KinaseGlo FLuc | Epigenetic reg | NPSR antagonist | L3MBTL1 block
41 | CCOc1c2ccc(C(=O)NCc3ccc(C(F)(F)F)cc3C(F)(F)F)cc2nn1C | 0% | 0.0% | -14%[46.1 µM] | -11%
42 | COc1cccc(C(=O)c2c(C)c(CCC#N)n3ccccc23)c1OC | -1% | -0.5% | -23% | /
43 | CCOc1ccc(C(=O)CN2CCN(S(=O)(=O)c3ccc(OC)cc3)CC2)cc1 | -2% | 1.8% | -5%[46.1 µM] | 6%
44 | Cc1ccc(NC(=O)CN2CCCC2)c2c1CC(C)(C)O2 | / | 2.4% | 6% | -12%
45 | Nc1nc(=S)[nH]c2c1C1(CCCC1)Cc1ccccc1-2 | -2% | 9.4% | -5%[46.1 µM] | 0%
46 | Cn1c(Cn2cnc([N+](=O)[O-])n2)nnc1SCC(=O)Nc1ccc(Br)cc1 | -2% | -1.0% | 14% | 0%
47 | COc1ccc(NC(=O)C2=Cc3cccc(OC)c3OC2)cc1 | 0% | 2.6% | -12% | -10%

entry | CBFb RUNX1 block | IMPase Li cell | HttQ103 aggreg
41 | -3% | -3%[38.3 µM] | 4%
42 | -22% | 14% | -1%
43 | 2% | 30%[38.3 µM] | 21%
44 | 1% | 3% | -6%[9.22 µM]
45 | -4% | ? | -2%
46 | 8% | -8% | -5%
47 | -5% | -1% | ?

Only part of the results is shown. The share of hits here may be higher or lower than overall.
